Yp Topo-I inh: Yersinia pestis topoisomerase I inhibitors, primary screen, biochemical, cleavage product accumulation, plate reader, single point; Y. pestis Topo-I cleavage product accumulation; 360,000 compounds, 0.064% hits; AID 504884, 2011; activity, % at 10 µM; DNA topoisomerase I (Yersinia pestis CO92); in the data active = activity above about 50%, passing the limit was not always enough; inconclusive = no clear call, values can overlap the other calls; also: inactives centre near 2
PfHsp40 rescue: rescue of yeast from PfHsp40 toxicity, primary screen, S. cerevisiae, ATP luminescence. S. cerevisiae expressing PfHsp40, growth rescue. growth rescue, % at 12.5 µM. 340,000 compounds, 0.68% hits. AID 504582, 2011; in the data active = growth rescue above about 28%, passing the limit was not always enough; inconclusive = no clear call, values can overlap the other calls;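 also: yeast W303a lacking pdr1 and pdr3 grown in galactose medium; growth measured after three days at 30 °C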
CCHF vOTU inh: CCHFV vOTU protease inhibitors, primary screen, biochemical, Pep-AMC substrate, fluorescence; Crimean-Congo hemorrhagic fever virus L polyprotein viral ovarian tumor (vOTU) protease …; inhibition, % at 11.5 µM; 370,000 compounds, 0.55% hits; AID 651958, 2012; in the data active = inhibition above about 30%; also: 0% = vehicle wells with enzyme and 100% = no enzyme wells
PrPC surface inh: inhibitors of human cell surface prion protein PrPC, primary screen, cell-based, TR-FRET. TR-FRET read-out. inhibition, % at 13.8 µM. Major prion protein (Homo sapiens), P04156. AID 720596, 2013. 370,000 compounds, 0.43% hits; in the data active = inhibition above about 24%; also: 0% = median of the test wells and 100% = reference compound wells
TcdB inh: TcdB glycohydrolase inhibitors, primary screen, biochemical, single point, plate reader. Toxin B (Clostridioides difficile), P18177. inhibition, % at 9.99 µM. 350,000 compounds, 0.24% hits. TcdB glycohydrolase enzymatic assay; in the data active = inhibition above about 10%
FadD28 FP inh: inhibitors of FadD28 bisubstrate probe binding, primary screen, biochemical, fluorescence polarization, single point; Mycobacterium tuberculosis FadD28 fatty-acid-AMP ligase; inhibition, % at 12.5 µM; 360,000 compounds, 0.22% hits; in the data active = inhibition above about 8.5%, passing the limit was not always enough; inconclusive = no clear call, values can overlap the other calls
BoNT-A LC inh2: BoNT/A light chain protease inhibitors, primary screen, biochemical, flow cytometry, MLPCN library | Botulinum neurotoxin type A light chain protease (Clostridium botulinum A str. ATCC 3502) | multiplex microsphere protease substrate cleavage | inhibition, % at 10 µM | 360,000 compounds, 0.17% hits | AID 588499, 2011; also: plate controls were buffer without enzyme for full effect and enzyme alone for no effect
BoNT-F LC inh: BoNT/F light chain protease inhibitors, primary screen, biochemical, flow cytometry, MLPCN library; 360,000 compounds, 0.22% hits; Multiplex microsphere protease cleavage assay; inhibition, % at 10 µM; Botulinum neurotoxin type F light chain protease (Clostridium botulinum); in the data active = inhibition above about 35%, passing the limit was not always enough; inconclusive = no clear call, values can overlap the other calls; also: plate controls were buffer without enzyme for full effect and enzyme alone for no effect
Anthrax LF prot: Bacillus anthracis LF protease inhibitors, primary screen, biochemical, multiplex microsphere, MLPCN library | Lethal factor (Bacillus anthracis), P15917 | multiplex microsphere protease cleavage assay | inhibition, % at 10 µM | 360,000 compounds, 0.12% hits | AID 588501, 2011; also: plate controls were buffer without enzyme for full effect and enzyme alone for no effect
Target sequence (P15917 whole entry, looked up): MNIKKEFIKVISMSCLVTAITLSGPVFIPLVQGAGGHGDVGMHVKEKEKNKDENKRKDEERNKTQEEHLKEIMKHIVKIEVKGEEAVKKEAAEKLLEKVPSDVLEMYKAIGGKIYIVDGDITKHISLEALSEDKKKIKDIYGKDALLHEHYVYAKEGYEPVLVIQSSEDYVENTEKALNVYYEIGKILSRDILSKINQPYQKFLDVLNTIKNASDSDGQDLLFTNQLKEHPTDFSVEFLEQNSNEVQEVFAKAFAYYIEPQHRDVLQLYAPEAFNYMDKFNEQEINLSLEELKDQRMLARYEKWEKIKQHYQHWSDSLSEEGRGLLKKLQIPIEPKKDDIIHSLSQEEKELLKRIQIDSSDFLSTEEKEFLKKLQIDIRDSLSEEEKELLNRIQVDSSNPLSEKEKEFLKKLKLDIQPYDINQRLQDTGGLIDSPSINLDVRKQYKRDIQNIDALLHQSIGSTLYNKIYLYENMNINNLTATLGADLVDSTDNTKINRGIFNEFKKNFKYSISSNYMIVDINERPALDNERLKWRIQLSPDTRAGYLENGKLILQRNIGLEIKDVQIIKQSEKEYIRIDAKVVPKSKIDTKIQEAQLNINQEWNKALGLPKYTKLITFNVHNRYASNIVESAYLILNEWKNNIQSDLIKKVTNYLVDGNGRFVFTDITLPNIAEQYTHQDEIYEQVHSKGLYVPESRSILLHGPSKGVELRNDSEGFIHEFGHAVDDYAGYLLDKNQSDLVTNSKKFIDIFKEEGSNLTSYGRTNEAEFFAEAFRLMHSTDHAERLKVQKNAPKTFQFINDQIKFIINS
An asterisk follows results filed as active; ? = inconclusive; / = no result given. Rule as the data show it, unless noted: active = inhibition above about 30%; inconclusive = no clear call, values can overlap the other calls; inactive = below that.

Under each structure: Yp Topo-I inh	PfHsp40 rescue	CCHF vOTU inh	PrPC surface inh	TcdB inh	FadD28 FP inh	BoNT-A LC inh2	BoNT-F LC inh	Anthrax LF prot
(1) COC(=O)C1CCCCN1C(=O)c1cc(COc2cccc3cnccc23)on1 (configuration not stated)
→ 26	-0.5	6	2	0.1	-1.1	-8.0	-21	4
(2) CC(C)(C)OC(=O)NCc1ccc(CNC(=O)c2nc[nH]c2C(=O)N2CCN(C(=O)OC(C)(C)C)CC2)cc1
→ 7	0.7	-2	5	-1.9	-2.7	-0.5	-2	1
(3) CCC/C(O)=C1\C(=O)CCCC1=NCCc1c(C)[nH]c2ccccc12
→ 6	-0.1	-13	0	0.9	-1.2	-2.0	7	-8
(4) CCN(CC)C(=O)c1ccc(NC(=O)c2ccc(-c3nn(C)c(=O)c4ccccc34)cc2)cc1
→ -10	-0.6	1	-3	1.6	0.9	-1.3	-1	-2
(5) C/C(=N\NC(=O)CNc1cccc(Cl)c1C)c1cccs1
→ 9	-1.3	-8	-2	2.1	-0.2	-0.4	-2	0
(6) COCCN(C(=O)CNC(=O)c1ccco1)C(C(=O)NC1CCCC1)c1ccc(OC)cc1 (configuration not stated)
→ 4	1.4	11	8	1.7	-2.3	-1.8	21	2
(7) O=C(O)c1ccc2noc(-c3ccccc3)c2c1
→ -2	0.9	11	-9	/	-0.9	0.7	10	7
(8) CC(=O)Oc1ccc(Cn2c(C)c(C(=O)NC3CC3)sc2=O)cc1
→ 2	/	-6	2	0.1	-3.9	0.3	-5	0
(9) CC(CSc1nnnn1-c1ccccc1)Cn1c(N2CCN(C)CC2)nc2c1c(=O)[nH]c(=O)n2C (configuration not stated)
→ 21	-0.8	2	0	1.6	-2.2	-0.3	0	-2
(10) C=CCN=C(NC#N)SCCc1ccccc1
→ 2	-1.1	0	6	/	-3.8	-2.6	-5	-7
(11) CC(=O)Nc1ccc(S(=O)(=O)N2CCCC2C(=O)Nc2ccc(F)cc2)cc1 (configuration not stated)
→ 7	0.1	16	-3	0.4	-0.5	-1.8	-3	-1
(12) Cc1cccc(NS(=O)(=O)c2ccc(C(=O)NCC3CCCO3)cc2)c1C (configuration not stated)
→ 2	0.6	-4	8	1.1	0.4	-1.0	5	0
(13) COc1cc(C(C)=O)ccc1OCC(=O)OCC(=O)c1cc(C)n(CC2CCCO2)c1C (configuration not stated)
→ 6	1.7	-1	-2	0.4	-1.2	-0.3	4	-3
(14) O=C(CSc1nc(-c2ccccc2)c(-c2ccccc2)o1)NCCCO
→ 23	0.6	-3	-8	0.5	-2.5	0.7	4	-3
(15) CC(C)(C)c1ccc(C(=O)Nc2ccc(S(=O)(=O)Nc3cnc4ccccc4n3)cc2)cc1
→ -10	2.1	10	-8	0.8	-3.8	2.2	?	-9
(16) CCN(CC)c1ccc(NC(=O)CCCCC(=O)Nc2ccc(N(CC)CC)cc2)cc1
→ 10	-1.1	5	2	-2.6	-4.0	0.4	-24	-16
(17) Cc1cc(C)cc(SCc2noc(C(=O)NCCN(C)C)c2C(=O)NCCN(C)C)c1
→ -6	-0.2	-5	-12	0.1	-0.5	-0.8	-1	2
(18) Cc1cc(C(=O)CSc2nnc(Nc3ccccc3)s2)c(C)n1CC1CCCO1 (configuration not stated)
→ 10	0.5	5	5	/	-2.2	-2.1	-31	-2
(19) CCOC(=O)C1C(C(=O)OCC)C1(c1ccccc1)c1ccccc1 (configuration not stated)
→ 13	1.1	7	-3	-0.6	-1.6	-0.3	3	-2
(20) COc1ccc(CCNC(=O)CS(=O)Cc2nc(-c3ccccc3F)oc2C)cc1OC (configuration not stated)
→ 12	0.3	10	0	0.8	-0.2	-1.2	-4	-3
(21) O=C(CCCn1c(=O)[nH]c2cc(Cl)ccc2c1=O)NCCCN1CCCC1=O
→ 1	0.6	8	2	/	0.2	0.6	-4	-1
(22) COc1cccc(CN(C)C(=O)c2cc(-c3cccs3)nc3ccccc23)c1
→ 26	4.5	-7	3	1.5	-3.4	-1.5	0	2
(23) O=C(O)CC(Sc1n[nH]c(=S)s1)C(=O)O (configuration not stated)
→ 5	-1.6	10	4	-0.5	-0.5	-13	?	-5
(24) O=C(c1ccccc1/S(=N/S(=O)(=O)c1ccccc1)N1CCOCC1)N1CCOCC1 (configuration not stated)
→ -2	-0.6	-14	5	/	-2.7	0.5	7	-2
(25) COC(=O)CCCC1=CC2=CC(=O)C(C)(OC(=O)c3cccs3)C(=O)C2=CN1CCc1c[nH]c2ccccc12 (configuration not stated)
→ -5	0.0	-2	-4	-0.6	-0.7	1.4	-33	-10
(26) S=c1nn[nH]c2ccccc12
→ 0	-1.1	0	-12	3.0	-2.1	0.1	-5	-3
(27) N#Cc1cccc(CSc2ncnc(N)n2)c1
→ -1	-0.3	-13	9	0.1	0.3	-3.1	11	5
(28) Cc1ccc(N(CCCCN2C(=O)c3ccccc3C2=O)C(=O)c2cccs2)cc1
→ 27	0.7	20	-4	/	-2.4	-0.4	-7	-7
(29) O=C(CN1C(=O)NC2(CCOc3ccccc32)C1=O)NCCc1ccccc1 (configuration not stated)
→ -1	-0.1	-8	0	0.9	/	1.8	1	-8
(30) Cc1ccc(NC(=O)CN(C)C(=O)CSc2nnc(C(F)(F)F)n2C)cc1
→ -1	0.1	-16	-2	0.1	-1.5	0.5	-3	-2
(31) Cc1nn(-c2nnc(C)c(=O)[nH]2)c(C)c1SCC(=O)Nc1ccc(C(C)C)cc1
→ -7	0.0	1	3	/	-1.9	-1.0	8	1
(32) CCS(=O)(=O)NCCc1csc(-c2cccnc2)n1
→ 3	-0.7	2	-4	-0.1	-2.2	-0.6	-9	7
(33) COc1ccc(-c2nc(SCC(=O)NCc3ccco3)c(-c3ccccc3)[nH]2)cc1OC
→ -8	1.5	5	8	3.0	-0.2	-1.5	-19	-8
(34) CCC(=O)N(CCC1(C(C)C)CCOC(C)(C)C1)C(C)c1cccs1 (configuration not stated)
→ -3	-0.2	8	1	1.0	-4.9	?	?	-5
(35) CCOC(=O)N1CCN(C(=O)CSc2nc(=O)n3ccc(C)cc3n2)CC1
→ -7	2.1	1	-4	1.5	3.6	-2.2	-4	-3
(36) O=C(CSc1nnc(-c2ccncc2)o1)Nc1cc(Cl)ccc1C(=O)O
→ -5	2.5	8	-3	0.4	-4.1	0.0	-14	0
(37) c1ccc2c(OCCCCN3CCCC3)cccc2c1
→ 5	0.4	-4	4	1.2	-0.3	-8.6	?	4
(38) COc1cccc(/C=N/NC(=O)CNC(=O)c2ccc(S(=O)(=O)N3CCCC3)cc2)c1OC
→ 10	0.4	-15	1	0.9	-2.7	-0.6	-2	-1
(39) CCN(CC)c1ccc(NC(=O)Nc2cccc3ccccc23)cc1
→ 7	0.9	/	/	/	-0.3	-3.3	0	0
(40) Cc1ccc(S(=O)(=O)N2CCN(C(=O)CCC(=O)NCc3cccc(C(F)(F)F)c3)CC2)cc1
→ 17	1.0	17	3	-0.3	-0.7	/	/	/
(41) CCC1CCCCN1C(=O)/C=C/c1ccc2c(c1)OCO2 (configuration not stated)
→ 15	-0.9	11	-6	1.7	0.0	-4.7	-22	-14
(42) Cc1ccc2oc(-c3ccc(NC(=O)CC(C)C)cc3)nc2c1
→ 1	0.1	0	11	-1.6	0.8	-1.0	-1	5
(43) Cc1cc2c(c(SCC(N)=O)n1)C(=O)OC2
→ 2	-0.7	-5	-4	0.4	0.5	-0.9	-4	-7
(44) O=C(CSc1nc2ccccc2[nH]1)NC1CCCC1
→ 3	-0.1	-7	10	2.2	-2.2	0.2	-2	-4
(45) Cc1cccc(NC(=O)Cn2nc(-c3ccco3)ccc2=O)c1C
→ 12	1.0	-6	4	1.7	-0.6	-0.6	18	-1
(46) CC(=O)Nc1ccc(NC(=O)COC(=O)c2c(C)nn(-c3ccccc3)c2C)cc1
→ -3	-1.2	-10	-4	0.3	-4.4	0.3	0	-2
(47) Cc1cc2c(cc1S(=O)(=O)N1CC(C)CC(C)C1)OCC(=O)N2 (configuration not stated)
→ -2	-0.4	4	-4	0.2	2.0	-0.9	-9	-1
(48) CCc1cccc(C)c1NC(=O)CSc1nc(-c2ccccc2F)nc2nc[nH]c12
→ 4	-0.7	11	-4	/	-3.6	-0.2	2	4
(49) CCN(CC)Cc1ccccc1CNC(=O)c1cccc(S(=O)(=O)Nc2ccc3c(c2)OCO3)c1
→ -9	-1.0	-18	-14	1.6	-4.6	3.9	-14	-1
(50) O=[N+]([O-])c1ccccc1CSc1nc2ccccc2o1
→ 6	-1.0	23	1	/	-1.8	-0.3	-3	0
(51) CCSc1nnc(-c2ccccc2NC(=O)CC)c(=O)[nH]1
→ 1	-1.2	16	-1	/	-1.6	0.3	-12	-2
(52) O=C(O)c1cc(-n2cccc2)ccc1N1CCOCC1
→ 3	/	12	5	-0.7	-2.7	-10	9	?
(53) Cc1ccc(OCc2nc(-c3ccccn3)n[nH]2)cc1
→ -1	-1.4	5	-6	/	-1.7	-0.9	-13	5
(54) O/N=C/c1ccn(-c2ccc(Br)cc2)c1
→ 3	1.3	12	7	1.8	-0.3	0.0	-2	-8
(55) Cc1cc(-n2[nH]c(C)c(C)c2=O)nc(-c2ccccc2O)n1
→ -9	0.9	8	-1	/	-3.0	-0.3	1	-2
(56) COc1ccc(N2CCN(C(=S)Nc3ccc(OC)cc3OC)CC2)cc1
→ -2	-0.6	3	4	2.1	1.5	-4.0	-7	-5
(57) O=C(COC(=O)c1ccc([N+](=O)[O-])s1)c1ccc[nH]1
→ -5	-0.4	58*	-19	0.7	0.7	-0.3	-2	-2
(58) CCOC(=O)N1CCC(NC(=O)c2cnc3n(c2=O)CCS3)CC1
→ 8	0.0	12	-3	-0.1	2.0	2.0	7	4

Filtered by structure, the compounds so far with a thiophene ring, fused or not (6)
Under each structure: Yp Topo-I inh	PfHsp40 rescue	CCHF vOTU inh	PrPC surface inh	TcdB inh	FadD28 FP inh	BoNT-A LC inh2	BoNT-F LC inh	Anthrax LF prot
(5) C/C(=N\NC(=O)CNc1cccc(Cl)c1C)c1cccs1
→ 9	-1.3	-8	-2	2.1	-0.2	-0.4	-2	0
(22) COc1cccc(CN(C)C(=O)c2cc(-c3cccs3)nc3ccccc23)c1
→ 26	4.5	-7	3	1.5	-3.4	-1.5	0	2
(25) COC(=O)CCCC1=CC2=CC(=O)C(C)(OC(=O)c3cccs3)C(=O)C2=CN1CCc1c[nH]c2ccccc12 (configuration not stated)
→ -5	0.0	-2	-4	-0.6	-0.7	1.4	-33	-10
(28) Cc1ccc(N(CCCCN2C(=O)c3ccccc3C2=O)C(=O)c2cccs2)cc1
→ 27	0.7	20	-4	/	-2.4	-0.4	-7	-7
(34) CCC(=O)N(CCC1(C(C)C)CCOC(C)(C)C1)C(C)c1cccs1 (configuration not stated)
→ -3	-0.2	8	1	1.0	-4.9	?	?	-5
(57) O=C(COC(=O)c1ccc([N+](=O)[O-])s1)c1ccc[nH]1
→ -5	-0.4	58*	-19	0.7	0.7	-0.3	-2	-2

High-throughput results as filed in PubChem.
